# High-throughput results: PubChem, several laboratories
# GPR55 antagonists: inhibition of LPI-stimulated GPR55 beta-arrestin translocation – imaging, U2OS, beta-arrestin-GFP, LPI agonist, primary screen (AID 2013); U2OS GPR55 beta-arrestin-GFP translocation imaging, LPI antagonism; higher % means a stronger effect; inhibition, % at 10 µM, or IC50 in µM where a hit was titrated; hit rate 0.13% among 290,000;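 active = spots per cell inhibited over 60%, with over 100 cells counted and total cytoplasm intensity under 500,000; inconclusive = wells with under 100 cells, flagged as likely toxic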;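 note: U2OS cells stably carrying GPR55 and arrestin-GFP stimulated by 5 µM LPI near EC80; imaged beta-arrestin-GFP aggregate spots per cell after agonist stimulation; plate controls were LPI-stimulated DMSO wells for no effect and DMSO wells without LPI for full effect; some results filed as inactive read as strong as hits; confirmed hits need IC50 under 10 µM and bright autofluorescent wells are also inconclusive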
# NTR1 agonist: NTR1-driven beta-arrestin-GFP spot formation – imaging, U2OS cells, high content, primary screen (AID 493036); P30989; agonist mode; activation, % at 20 µM; hit rate 0.17% among 330,000;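 active = activation at or above 40% of the spot to cytoplasm intensity ratio, with at least 20 cells analyzed; inconclusive = wells under 20 cells, flagged as cytotoxic or low count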;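 note: 0% = DMSO without peptide and 100% = 100 nM NTR1 peptide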
# Target sequence (P30989 whole entry, looked up): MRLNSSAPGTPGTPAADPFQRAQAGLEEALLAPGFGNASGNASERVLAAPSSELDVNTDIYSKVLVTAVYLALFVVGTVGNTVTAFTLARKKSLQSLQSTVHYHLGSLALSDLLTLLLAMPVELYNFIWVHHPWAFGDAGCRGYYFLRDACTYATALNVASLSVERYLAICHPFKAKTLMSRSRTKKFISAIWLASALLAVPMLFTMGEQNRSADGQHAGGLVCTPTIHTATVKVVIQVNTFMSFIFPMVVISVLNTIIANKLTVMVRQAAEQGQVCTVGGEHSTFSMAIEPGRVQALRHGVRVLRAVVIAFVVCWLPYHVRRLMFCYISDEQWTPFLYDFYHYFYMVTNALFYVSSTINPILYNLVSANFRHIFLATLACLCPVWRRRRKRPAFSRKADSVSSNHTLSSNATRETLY
# LYP inhibition: PTPN22 lymphoid phosphatase activity blockers – biochemical, fluorescence intensity, uHTS (AID 1779); inhibition, % at 11.5 µM, or IC50 in µM where a hit was titrated; recombinant LYP phosphatase, fluorescence intensity; higher % means a stronger effect; hit rate 0.054% among 290,000; in the data active = inhibition above about 50%;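 note: plate controls were vehicle with enzyme for no effect and no enzyme for full effect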
# Siah-1 displacement: Siah-1 peptide-binding antagonists, primary screen, biochemical, fluorescence polarization, rhodamine-plectin, uHTS (AID 1817). Siah-1 / rhodamine-plectin peptide fluorescence polarization; higher % means a stronger effect. one-dose displacement, % at 20 µM; IC50 in µM for titrated hits. hit rate 0.02% among 290,000;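 active = displacement of at least 50% at 20 µM, with a fluorescence ratio check between 0.3 and a set limit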;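 note: plate controls were Siah plus tracer with DMSO for no effect and tracer alone without Siah for full effect; strong numbers were not always called active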
# GPR35 arrestin U2OS: GPR35 antagonists blocking zaprinast-driven arrestin recruitment, primary screen, imaging, U2OS, beta-arrestin-GFP, zaprinast agonist (AID 2058); hit rate 0.052% among 290,000; inhibition, % at 10 µM, or IC50 in µM where a hit was titrated; U2OS GPR35 beta-arrestin-GFP translocation imaging, zaprinast antagonism; higher % means a stronger effect;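 active = inhibition of at least 50% with at least 30 cells and total cytoplasm GFP at most 10,000,000; inconclusive = under 30 cells or total GFP of 10,000,000 plus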
# Rac1 GTP hydrolysis: MgcRacGAP GTPase-activating activity inhibitors, confirmation, biochemical, ADP Hunter fluorescence; MgcRacGAP-stimulated Rac1 GTP hydrolysis, ADP Hunter fluorescence; higher % means a stronger effect; GST-tagged Rac1 F28L mutant substrate; inhibition, % at 30 µM, or IC50 in µM where a hit was titrated; hit rate 0.6% among 340,000; AID 624330;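 active = first-screen hits whose inhibition reached a set limit at any dose in the follow-up dose series; inconclusive = inhibition above the set first-screen limit but never retested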;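 note: fluorescence reports GDP produced by GAP-driven GTP hydrolysis; strong numbers were not always called active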
# Salmonella PhoP GFP: PhoP-dependent GFP reporter repression – Salmonella Typhimurium, primary screen (AID 1863); S. Typhimurium PhoP-regulated promoter GFP reporter, 4 h; higher % means a stronger effect; inhibition, % at 50 µM; hits with a dose series show IC50 in µM; hit rate 0.16% among 300,000;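 active = inhibition over 29.93%, a cutoff 3 SD above the screen mean, later confirmed by dose response; inconclusive = inhibition over 29.93% but no dose response follow-up; inactive = inhibition at most 29.93% or unconfirmed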;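 note: 0% = low Mg2+ inducing control and 100% = high Mg2+ repressing control; strong numbers were not always called active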
# HIV fusion peptide: inhibitors of HIV fusion peptide binding, primary screen, biochemical, uHTS, fluorescence dequenching (AID 1986); cell-free peptide binding, fluorescence dequenching, 30 min; higher % means a stronger effect; one-dose inhibition, % at 20 µM; IC50 in µM for titrated hits; hit rate 0.3% among 290,000; in the data active = inhibition mostly above about 52%, no sharp cut-off; inactive = mostly below about 76%; note: some results filed as inactive read as strong as hits
# Myeloid diff 2: compounds promoting myeloid differentiation; ER-HoxA9 myeloid progenitors, lysozyme-GFP differentiation, flow cytometry; calls only at 10 µM; hit rate 1% among 360,000;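 active = normalized GFP-positive differentiation at or above the plate's own cutoff, the solvent-only control mean plus 3 SD; inconclusive = no clear call, values can overlap the other calls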;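 note: cells exposed to compound for four days before flow analysis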
# NTR1 agonist cell count 20 µM: also measured in NTR1 agonist; calls as there; cell count; measured here: cell count, cytotoxicity flag
# Myeloid diff 2 GFP+ MAC1+ %: also measured in Myeloid diff 2; calls as there; GFP+ MAC1+ double positive, %; measured here: differentiation confirmed by MAC1 staining
# Numbers without * were called inactive; i = inactive; ? = inconclusive; . = no result given.
SMILES,GPR55 antagonists,NTR1 agonist,NTR1 agonist cell count 20 µM,LYP inhibition,Siah-1 displacement,GPR35 arrestin U2OS,Rac1 GTP hydrolysis,Salmonella PhoP GFP,HIV fusion peptide,Myeloid diff 2,Myeloid diff 2 GFP+ MAC1+ %
COc1ccc(CO[C@@H]2O[C@H](CO)[C@@H](O)[C@H](O)[C@H]2NC(C)=O)cc1OC,2.0%,0.5,91,-7.2%,1.4%,-7.0%,7.4%,16.4%,-1.5%,i,0.3
Cc1ccc(C)c(S(=O)(=O)N2CCCC2CNC(=O)C(=O)NCc2cccs2)c1 (configuration not stated),.,-2.2,49,.,.,.,4.6%,-5.7%,.,i,0.5
COc1cc2c(cc1OC)CN(CC(=O)Nc1ccc(C)c(C)c1)CC2,0.6%,0.8,96,-5.9%,-1.9%,0.4%,4.9%,5.2%,-1.2%,i,0.4
O=C(OCc1ccc(Br)cc1F)c1cc2ccccc2oc1=O,-10.4%,1.8,51,1.0%,-6.0%,-6.4%,3.4%,-5.0%,3.3%,i,5.3
Cc1ccc(N=C(c2cccs2)N2CCOCC2)cc1,13.3%,-1.2,87,-5.8%,-0.2%,-5.9%,-3.6%,7.3%,-0.5%,i,0.9
CC1CCN(C(=O)Cn2c(=O)oc3ccccc32)CC1,5.7%,0.1,54,1.0%,3.3%,-1.7%,-6.8%,-12.5%,1.1%,i,1.9
Cc1nc2cc3ccccc3cc2c(=O)[nH]1,-4.7%,-0.7,57,-6.3%,2.4%,-9.6%,7.0%,-0.7%,4.6%,i,3.1
COCCn1c(SCC(=O)NCc2ccccc2)nnc1-c1ccco1,-11.2%,0.4,75,-3.9%,-0.4%,17.2%,2.2%,1.9%,4.1%,i,1.0
Cc1ccc(NCN2C(=O)C3C4C=CC(C4)C3C2=O)cc1 (configuration not stated),0.9%,0.1,74,-13.2%,2.9%,8.0%,5.0%,10.5%,3.1%,i,1.4
O=C(COc1ccc(Br)cc1Br)NNC(=O)c1cccs1,-2.6%,-0.5,38,-9.1%,-2.2%,5.3%,5.7%,1.4%,2.8%,i,1.5
O=C(CCC1CCCN(C(=O)Cc2cccc(F)c2)C1)N1CCN(c2ccccn2)CC1 (configuration not stated),-1.4%,1.2,69,-3.1%,-2.1%,4.4%,1.8%,6.5%,-1.0%,i,0.8
Cc1cc(C)nc(N2CCCC(C(=O)NCC(c3ccccc3)c3ccccc3)C2)n1 (configuration not stated),-12.9%,2.3,98,0.5%,-4.9%,-1.5%,5.7%,2.1%,0.6%,i,0.7
CN=c1scc(-c2cccs2)n1/N=C/c1ccccc1O,0.1%,10.1,54,2.0%,-5.4%,11.8%,23.1%,1.4%,2.7%,i,0.5
Cc1cc(C)c(S(=O)(=O)c2ccccc2)c(Cl)n1,-6.4%,-0.8,62,-1.1%,-1.2%,14.5%,3.4%,4.6%,-1.1%,i,0.6
COc1ccc2nc(SCc3cnc(C)nc3N)[nH]c2c1,11.3%,1.4,42,-4.6%,-1.6%,-10.0%,13.8%,5.8%,1.2%,i,5.0
CCCC(=O)Nc1nc2n(n1)C(c1ccccc1)CC(=O)N2 (configuration not stated),.,1.4,81,-4.0%,-4.8%,15.1%,5.0%,2.7%,-0.6%,i,0.6
C/C(=N\NC(=O)c1nn(C)cc1Br)c1cccc(NC(=O)C(C)(C)C)c1,-13.7%,-2.7,91,-9.9%,0.0%,4.0%,-1.6%,-7.5%,-1.9%,i,0.6
Oc1ccc(CN2CCC(Cc3ccccc3)CC2)c2cccnc12,3.5%,6.8,101,-3.7%,-5.2%,1.8%,.,10.7%,-3.2%,.,.
COC(=O)c1cccc(Cn2c(Cl)c(/C=N/NC(=O)c3ccco3)sc2=O)c1,18.1%,0.5,49,-3.0%,6.3%,-1.8%,2.5%,-6.7%,-0.2%,?,.
N=C1C(c2nc3ccccc3s2)=C(O)CN1C1CCCCC1,-18.3%,-0.8,90,3.9%,-1.9%,-3.3%,0.3%,-7.2%,2.5%,i,0.3
Cc1ccc2nc(SCC(=O)Nc3cccc(S(N)(=O)=O)c3)[nH]c2c1,3.5%,1.1,52,1.6%,0.2%,-12.2%,11.1%,-1.6%,-0.2%,i,0.6
COc1ccccc1-c1nc(N)n[nH]1,-1.2%,-0.4,43,-6.0%,-3.8%,-7.2%,6.9%,-7.8%,-1.3%,i,0.3
CC(C)CCc1c(O)nc(SCC(=O)N2CCCCCC2)[nH]c1=O,-0.8%,-1.2,36,-7.4%,8.5%,15.2%,5.4%,-3.8%,0.9%,i,0.6
CCS(=O)(=O)c1nc(S(=O)(=O)c2ccc(C)cc2)c(NCCCN2CCOCC2)s1,3.6%,1.1,60,-8.5%,9.0%,6.5%,-3.4%,-8.4%,-1.1%,i,0.3
COc1ccc2c(c1)cc1c(=O)n(CC(=O)NC(C)CCc3ccccc3)nc(C)n12 (configuration not stated),1.1%,-2.9,57,-7.6%,-0.8%,-2.2%,1.1%,2.7%,4.2%,i,0.8

# Of the compounds above, 2 contain a Cl atom:
SMILES,GPR55 antagonists,NTR1 agonist,NTR1 agonist cell count 20 µM,LYP inhibition,Siah-1 displacement,GPR35 arrestin U2OS,Rac1 GTP hydrolysis,Salmonella PhoP GFP,HIV fusion peptide,Myeloid diff 2,Myeloid diff 2 GFP+ MAC1+ %
Cc1cc(C)c(S(=O)(=O)c2ccccc2)c(Cl)n1,-6.4%,-0.8,62,-1.1%,-1.2%,14.5%,3.4%,4.6%,-1.1%,i,0.6
COC(=O)c1cccc(Cn2c(Cl)c(/C=N/NC(=O)c3ccco3)sc2=O)c1,18.1%,0.5,49,-3.0%,6.3%,-1.8%,2.5%,-6.7%,-0.2%,?,.

# Returning to the listing with the 3 entries that preceded the break.
SMILES,GPR55 antagonists,NTR1 agonist,NTR1 agonist cell count 20 µM,LYP inhibition,Siah-1 displacement,GPR35 arrestin U2OS,Rac1 GTP hydrolysis,Salmonella PhoP GFP,HIV fusion peptide,Myeloid diff 2,Myeloid diff 2 GFP+ MAC1+ %
CC(C)CCc1c(O)nc(SCC(=O)N2CCCCCC2)[nH]c1=O,-0.8%,-1.2,36,-7.4%,8.5%,15.2%,5.4%,-3.8%,0.9%,i,0.6
CCS(=O)(=O)c1nc(S(=O)(=O)c2ccc(C)cc2)c(NCCCN2CCOCC2)s1,3.6%,1.1,60,-8.5%,9.0%,6.5%,-3.4%,-8.4%,-1.1%,i,0.3
COc1ccc2c(c1)cc1c(=O)n(CC(=O)NC(C)CCc3ccccc3)nc(C)n12 (configuration not stated),1.1%,-2.9,57,-7.6%,-0.8%,-2.2%,1.1%,2.7%,4.2%,i,0.8
OC(CN(c1ccccc1)c1ccccc1)Cn1cnc2ccccc21 (configuration not stated),15.4%,3.7,66,-0.6%,4.1%,4.8%,7.9%,3.5%,-1.1%,i,0.2
C=CCn1c(Cc2cccs2)nnc1SCC(=O)Nc1cccc(OC)c1,6.5%,2.0,81,-5.5%,-0.2%,3.0%,10.3%,4.5%,0.4%,i,0.6
CCc1ccc(NC(=O)CSc2nc3nc(C)cc(C)n3n2)cc1,-32.6%,3.6,65,-7.7%,-3.0%,-0.7%,10.8%,-6.0%,-0.1%,i,2.6
CCn1cc(C(=O)Nc2ccc(-n3cnnn3)c(OC)c2)c(=O)c2ccc(C)nc21,5.7%,.,.,-6.8%,-2.4%,24.0%,.,-1.0%,2.2%,.,.
Cc1cc(NC(=O)CCN2C(=O)C3C4C=CC(C4)C3C2=O)ccc1Br (configuration not stated),-7.1%,1.5,62,-1.4%,-1.6%,5.4%,-1.3%,1.0%,-0.8%,i,1.0
Cc1ccccc1Nc1scc(-c2ccc(Br)cc2)[n+]1-c1ccccc1C,28.8%,2.1,99,0.8%,4.6%,-7.2%,11.7%,8.2%,-0.3%,i,0.5
Cn1c(N/N=C\c2cccc(O)c2)cc(=O)n(C)c1=O,3.3%,0.6,34,4.6%,3.8%,-3.7%,11.6%,8.9%,3.1%,i,0.7
O=C1NC[C@H](CC2CCCCC2)N(CC2CCCCC2)C1=O,.,32.4,91,.,.,.,-2.4%,5.5%,.,i,1.7
CN(C)S(=O)(=O)c1cccc(C(=O)NCC2CCCCC2)c1,-10.3%,0.5,46,-5.0%,3.3%,10.3%,0.9%,-2.1%,0.2%,i,5.8
O=C(Nc1ccc2nc3n(c(=O)c2c1)CCCCC3)c1ccccc1Cl,-23.1%,-1.2,84,2.0%,0.2%,-4.5%,1.1%,-3.2%,2.7%,i,2.8
COc1cccc2c1C(=O)c1c(O)c3c(c(O)c1C2=O)C[C@@](O)(C(=O)CO)C[C@@H]3O[C@H]1C[C@H](N)[C@@H](O)[C@H](C)O1,.,-3.8,80,.,.,.,?,-106.5%,.,?,.
CC1=[N+](C)N(c2ccccc2)C(=O)C1N=C/C=C/c1ccccc1 (configuration not stated),5.0%,1.6,70,-1.2%,-4.6%,4.7%,7.1%,4.8%,-0.5%,i,0.8
Cc1cc2nnc(SCc3ccccc3)n2c(N)n1,4.3%,3.6,51,-6.0%,3.9%,18.3%,10.0%,-3.5%,3.2%,i,7.9
Cc1cc2nc3n(c2cc1C)CC1CC(C(=O)NCc2cccc(C(F)(F)F)c2)N(C)C31 (configuration not stated),1.9%,-4.6,106,-12.0%,3.2%,8.4%,-0.8%,-3.8%,3.1%,i,1.1
COc1ccccc1-n1cnc2cc(NCc3ccccc3O)ccc21,1.5%,2.0,53,-9.6%,-0.8%,-14.1%,6.9%,-2.1%,-2.9%,i,1.5
Cc1[nH]c2ccccc2c1C(=O)C(C)OC(=O)c1ccc([N+](=O)[O-])o1 (configuration not stated),0.4%,2.4,54,-4.5%,-4.1%,10.0%,-3.6%,-0.5%,-2.2%,i,1.3
COc1ccccc1CCc1nnc(CCC(=O)N(C)Cc2cccc3ncccc23)o1,1.5%,0.9,55,-3.5%,0.1%,0.8%,5.4%,-5.5%,-0.6%,i,1.7
COC(=O)C(NC(=O)c1ccccc1)=C1C=C(C)OC(C)=C1,-11.7%,-1.0,49,11.4%,3.4%,-1.0%,12.8%,6.8%,-3.2%,.,.
CCC1C(=O)c2ccccc2N(C)C1=O (configuration not stated),-0.9%,-1.6,85,-1.7%,2.6%,0.7%,5.7%,-25.8%,2.6%,i,0.3
COc1ccc(CN2CCSCC2)cc1C,-10.9%,0.0,44,-0.7%,3.2%,-10.6%,15.8%,0.2%,4.9%,i,1.6
